SENP1 FRET inh – inhibitors of human SENP1 SUMO protease catalytic domain; inhibition, % at 10 µM; recombinant SENP1 catalytic domain, CyPet-SUMO1-YPet FRET cleavage; Q9P0U3; AID 624204; 360,000 tested, 0.21% active;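 active = inhibition at least 30% at 10 µM, raw YFP signal under a set limit, fluorescence ratio 0.5 to 1.5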;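 also: 0% = enzyme with DMSO and 100% = no enzyme wells; some results filed as inactive read as strong as hits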
Target sequence (Q9P0U3 419-644 limits assumed): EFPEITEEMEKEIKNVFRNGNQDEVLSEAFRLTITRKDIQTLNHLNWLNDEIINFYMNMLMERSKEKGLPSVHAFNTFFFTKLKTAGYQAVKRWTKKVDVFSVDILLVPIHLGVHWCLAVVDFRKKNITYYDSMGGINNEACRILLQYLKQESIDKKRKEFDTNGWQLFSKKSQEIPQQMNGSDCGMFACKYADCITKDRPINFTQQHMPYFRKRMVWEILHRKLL
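Test system: recombinant human SENP1 catalytic domain, His6-tagged / Medium: pH 8 Tris buffer with EDTA, NaCl, BME, BSA, NP40, catalase / Also added: SUMO1 FRET substrate flanked by Cypet and Ypet, 25 nM / Times: 50 min reaction at room temperature / Signal: FRET, CFP and YFP emission / Control set: no-enzyme low control and enzyme-plus-DMSO high control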
* = called active by the depositor. A portion of the library. The share of hits here may be higher or lower than overall.

SMILES	SENP1 FRET inh
Cn1c(=S)c2[nH]c(SCC3CCCO3)nc2n(C)c1=O (stereo not given)	2
CC1=C(C(=O)N2CCOCC2)CC(CC(=O)NC2CCCC2)C(=O)N1Cc1ccccc1 (stereo not given)	3
Cn1ccc2c(-c3cccnc3)cc3c(c21)C1CCC3O1 (stereo not given)	1
CC(C)(C)S(=O)N1Cc2cc(=O)n(Cc3ccccc3)c(CCO)c2[C@@H]1CCO (stereo not given in full)	-3
CCOc1ccccc1C(=O)NC1CCN(Cc2nnnn2C2CCCC2)CC1	0
COc1ccccc1NOC(=O)CCOc1ccccc1	1
O=C(c1cc(Cl)cc(Cl)c1)N1CCC(=O)N([C@H](COCc2ccccc2)Cc2ccccc2)CC1	1
O=C1NC(=S)S/C1=C\c1ccc(SCc2ccccc2)o1	-6
NS(=O)(=O)c1cc(Br)c2c(c1)S(=O)(=O)NCN2	2
COc1ccc(NC(=O)c2cc(-c3cc(F)ccc3OC)n[nH]2)cn1	0
C[C@@H]1CN([C@@H](C)CO)C(=O)c2cc(NS(C)(=O)=O)ccc2O[C@@H](C)CCCCO[C@H]1CN(C)C(=O)Nc1ccc2c(c1)OCO2	0
O=C(Cc1cccc(NC(=O)C2CCCN(C(=O)C3CCC3)C2)c1)Nc1ccc(C(=O)N2CCOCC2)cc1 (stereo not given)	2
CC(C)(C)c1cc(=O)n(-c2ccccc2)[nH]1	1
Cn1nccc1-c1ccc(C(=O)NCc2ccco2)c2occc12	1
O=C(Nc1ccncc1)C1CC(=O)N(c2ccccc2)C1 (stereo not given)	2
CSc1ccc(CN2CCC2(C)C(=O)Nc2cccc(NS(C)(=O)=O)c2)cc1 (stereo not given)	2
CCN(CC)C(=O)C1=C(C)N(Cc2ccc(OC)cc2)C(=O)C(CC(=O)NCCc2ccccn2)C1 (stereo not given)	0
O=C(/C=C/[C@H]1O[C@@H](n2ccc(=O)[nH]c2=O)[C@H](O)[C@@H]1O)N1CCN(Cc2ccc(F)cc2)CC1	-1
O=S(=O)(Cc1ccc(Cl)cc1)Oc1ccc(Cl)cc1	2
S=C(NC1CCCCC1)NN1CCCCCC1	1
COc1ccc(C(=O)NCC2(c3ccc(OC)c(OC)c3)CCCC2)cc1OC	1
O=C(Nc1ccc(C(=O)N2CCOCC2)cc1)c1ccccc1Cl	2
COc1ccccc1C(=O)NCC[N+](C)(C)C	3
C[C@H]1CN(S(=O)C(C)(C)C)[C@@H](CCO)/C1=C\c1ccccc1 (stereo not given in full)	-1
CCCOc1ccc(F)cc1-c1cc(C(=O)Nc2ccc(OC)cc2C)[nH]n1	3

Next section, starting with the last 7 of the part before.
SMILES	SENP1 FRET inh
O=S(=O)(Cc1ccc(Cl)cc1)Oc1ccc(Cl)cc1	2
S=C(NC1CCCCC1)NN1CCCCCC1	1
COc1ccc(C(=O)NCC2(c3ccc(OC)c(OC)c3)CCCC2)cc1OC	1
O=C(Nc1ccc(C(=O)N2CCOCC2)cc1)c1ccccc1Cl	2
COc1ccccc1C(=O)NCC[N+](C)(C)C	3
C[C@H]1CN(S(=O)C(C)(C)C)[C@@H](CCO)/C1=C\c1ccccc1 (stereo not given in full)	-1
CCCOc1ccc(F)cc1-c1cc(C(=O)Nc2ccc(OC)cc2C)[nH]n1	3
CCc1nc2c(OCc3ccc(F)c(F)c3)cccn2c1N(C)C(=O)c1ccncc1	2
CN(C)CCCOc1ccc(-c2ccc3nccn3c2)cn1	-6
COc1ccc(CCNC(=O)CCCn2c(=S)[nH]c3ccsc3c2=O)cc1OC	3
CN(CCOc1ccccc1)C(=O)c1cc(S(=O)(=O)N2CCOCC2)c(Cl)cc1Cl	3
O=C1c2ccccc2C(c2nc3ccccc3[nH]2)N1Cc1ccco1 (stereo not given)	-3
COc1ccc(N2C(=O)c3ccccc3NC(=O)C2C(=O)Nc2ccc(N3CCOCC3)cc2)cc1 (stereo not given)	-10
c1coc(-c2cc3nc(NC4CCCCC4)ccn3n2)c1	1
COc1ccccc1NC(=O)C1=C(C)Nc2nc(-c3cccnc3)nn2C1c1ccccn1 (stereo not given)	4
NCC(O)c1ccc(O)c(O)c1 (stereo not given)	1
CC(=O)Nc1cc(-c2ccccc2N(C)C)cn2c(-c3ccc(F)c(Cl)c3)cnc12	-5
O=C(NCc1ccco1)c1cccc2c(-c3ccc(F)c(F)c3)coc12	0
COc1ccc(CNC(=O)Cn2cc(C)c(=O)[nH]c2=O)cc1	2
CCCn1cnc2c(SCCc3ccccc3)nc(N)nc21	0
COc1ccccc1/C=N/n1c(N)c(C(=O)NC2CCCCC2)c2nc3ccccc3nc21	-23
Clc1ccc(CNc2ncnc3[nH]ncc23)cc1Cl	1
CCOC(=O)C1CCN(c2nc(N)c3c(N)nc(SCC(=O)O)cc3c2C#N)CC1	-31
CCOC(=O)N(C)c1c(CC)nc2c(OCc3ccccc3OC)cccn12	-6
O=C(NCCN1CCN(c2cccc(Cl)c2)CC1)c1cccn2c(=O)c3ccccc3nc12	-34
CC(=O)Nc1ccc(NC(=O)CSC2=NCCS2)cc1	-1
COc1ccc(CN(C)C(=O)Cn2cc(C)c(=O)[nH]c2=O)cc1OC	3
O=C(O)C(CCc1ccccc1)N1C(=O)c2ccccc2C1=O (stereo not given)	1
COCCNC(=O)/C(C#N)=C/c1cccc(/C=C(\C#N)C(=O)NCCOC)c1	1
C[C@H]1CN([C@@H](C)CO)C(=O)CCCn2nncc2CO[C@H]1CN(C)C(=O)c1ccncc1	1
CCOc1ccc2[nH]c(=O)c(CN(CCc3ccccc3)C(=O)N3CCOCC3)cc2c1	-1
CCNC(=O)C1(C)CCN(Cc2cccc(Oc3ccccc3)c2)C1 (stereo not given)	2

Rewritten in markdown: part of the list above
| structure | SENP1 FRET inh |
| --- | --- |
| COCCNC(=O)/C(C#N)=C/c1cccc(/C=C(\C#N)C(=O)NCCOC)c1 | 1 |
| C[C@H]1CN([C@@H](C)CO)C(=O)CCCn2nncc2CO[C@H]1CN(C)C(=O)c1ccncc1 | 1 |

(list continues)
SMILES	SENP1 FRET inh
O=C(NC1CCCCC1)NS(=O)(=O)c1ccc2c(c1)CCC2	-1
C#CCN(C[C@@H]1[C@@H](OC(=O)NC2CC2)[C@@H](OC(=O)NC2CC2)CN(C(=O)OC(C)C)N1C(=O)OC(C)C)S(=O)(=O)c1ccc(C)cc1	2
CC(C)NC(=O)C1(C)CCCCN1Cc1ccc(OCc2ccccc2)cc1 (stereo not given)	2
C[C@@H]1CCCCO[C@@H](CN(C)C(=O)c2ccncc2)[C@@H](C)CN([C@H](C)CO)C(=O)c2cc(N(C)C)ccc2O1	-4
c1cc2c3c(cccc3c1)-c1cnccc1-2	-2
Cc1cccc(NC(=O)c2nc[nH]c2C(=O)Nc2cc(Br)ccc2F)c1	0
CC1(C(=O)O)CCCN(C(=O)c2ccc(F)cc2Cl)C1 (stereo not given)	3
COc1c2c(c(OC)c3ccccc13)[C@]1(OC2)O[C@H](CCO)C[C@H](O)[C@H]1O	2
COC(=O)[C@@]12C[C@@H](CC(=O)N3CCOCC3)C(=O)N(Cc3ccc4c(c3)OCO4)C1=CCC(C)(C)C2	2
CCCCCCN1C[C@H](n2cc(C3CC3)nn2)[C@@H](O)C[C@@H]1c1ccc(OC)cc1	0
CCN(C(=O)c1c([N+](=O)[O-])cnn1C)c1ccccc1	0
C[C@H]1CN([C@@H](C)CO)C(=O)CCCn2cc(nn2)CO[C@@H]1CN(C)C(=O)OCc1ccccc1	0
Cc1cc(C)n2nc(N)nc2n1	2
Cc1cccc(C)c1NC(=S)NC(=O)c1cccc(Cl)c1	-1
O=C(NN=Cc1ccccc1Cl)c1cccc2ccccc12	-2
O=C(CC[C@H]1O[C@@H](n2cnc3c(NC(=O)c4ccccc4)ncnc32)[C@H](O)[C@@H]1O)N[C@@H](CO)c1ccccc1	1
CN(C)CCCNc1nc2cc(-c3cncnc3)sc2c(=O)n1C	-3
COc1ccc([C@H]2C[C@@H](O)C[C@@H](CCn3cc(-c4ccccc4)nn3)O2)cc1	0
O=C(Nc1ccccc1)c1nc[nH]c1C(=O)Nc1ccccc1F	1
CC(=O)C1=CN(Cc2ccccc2)CCC1=O	-4
COc1ccc(Cl)cc1NC(=O)C1CC(c2ccccc2Cl)=NO1 (stereo not given)	2
CC1(C(=O)Nc2ccc(F)cc2F)CCN1C(=O)Cc1ccccc1 (stereo not given)	-1
CC(=O)c1c(C)[nH]c(C(=O)OCC(=O)N2CCN(c3ccccc3)CC2)c1C	2
CCCCNc1ccc2c(c1)C1CC2CCN1C(=O)OCc1ccccc1 (stereo not given)	1
COc1ccc(C(=O)NC(C)Cc2c[nH]c3ccccc23)cc1 (stereo not given)	1

3 structures from above, arranged by molecular weight, highest first.
SMILES	SENP1 FRET inh
CCOC(=O)N(C)c1c(CC)nc2c(OCc3ccccc3OC)cccn12	-6
COc1ccc(NC(=O)c2cc(-c3cc(F)ccc3OC)n[nH]2)cn1	0
CCCn1cnc2c(SCCc3ccccc3)nc(N)nc21	0

(continued)
SMILES	SENP1 FRET inh
COc1cccc(NC(=O)Nc2nnc([C@@H]3C[C@H](O)[C@@H](CO)O3)s2)c1	1
CCOC1=C2[C@H](c3ccc(Cl)cc3)N(S(=O)(=O)c3ccc(C)cc3)C[C@H]2n2c(=O)n(-c3ccccc3)c(=O)n2C1	1
c1ccc(NCCc2ccccn2)cc1	-1
C=CCNc1nc(Nc2ccc(OC)c(OC)c2)c2sc(-c3ccccc3)cc2n1	-29
OC(c1cc(F)cc(Cl)c1)c1ncc(-c2ccccc2C(F)(F)F)[nH]1 (stereo not given)	0
CCCCN1C(=O)C(CC(=O)NCc2ccco2)CC(C(=O)N2CCCCCC2)=C1C (stereo not given)	-3
N#Cc1cccc(NC(=O)c2cc(C3CCCCN3C(=O)CCCc3ccccc3)on2)c1 (stereo not given)	1
CC1(c2nc3ccccc3[nH]2)CCC(=O)N1Cc1ccccn1 (stereo not given)	-4
CC1(C)CC(=O)C=C(C(=O)N2CCCC(C(=O)c3cc(F)ccc3F)C2)O1 (stereo not given)	2
COc1ccc(OCC(CO)N2CCN(c3ccccc3)CC2)cc1 (stereo not given)	0
COCCNC(=S)Nc1cc(OC)c(OC)cc1C#N	-1
O=C1C2CCCN2C(c2ccccc2F)N1c1ccc(F)cc1 (stereo not given)	0
O=c1oc(-c2ccccc2)c(-c2ccccc2)c2ccccc12	0
C[C@@H]1CN([C@H](C)CO)C(=O)CCCn2nncc2CO[C@H]1CN(C)Cc1ccccc1C(=O)O	1
COc1ccc(CNC(=O)Nc2nc(C(N)Cc3ccc(C(F)(F)F)cc3)cs2)cc1 (stereo not given)	1
CN(C)C(=O)c1cccc(-c2cnc3c(NC=O)cc(-c4ccc(F)cc4)cn23)c1	-23
C(=C\c1ccccc1)/CN1CCN(C(c2cc3ccccc3o2)c2nnnn2C2CCCCC2)CC1 (stereo not given)	-8
CC1=C(C(=O)N(C(C)C)C(C)C)CC(CC(=O)NCc2cccs2)C(=O)N1Cc1ccccc1 (stereo not given)	2
COc1ccc(OC)c(NC(=O)c2cc(-c3cc(F)ccc3OCC3CCCO3)n[nH]2)c1 (stereo not given)	1
CN(CC(=O)NCc1ccccc1)Cc1cccc(F)c1	3
Cc1occc1C(=O)N/N=C/C1=C(N2CCOCC2)C(=C/c2ccc(Cl)cc2Cl)/CC1	-31
O=C(Nc1ccc2c(c1)OCO2)c1csc([C@@H]2O[C@H](CO)[C@H](O)[C@H](O)[C@H]2O)n1	3
C[C@H]1CN([C@@H](C)CO)C(=O)c2cc(Br)cnc2O[C@H]1CN(C)C(=O)C1CCC1	3
CN(C(=O)c1cccc(NC(=O)Cc2ccc(NC(=O)C3CCN(C(=O)C4CCCCC4)CC3)cc2)c1)C1CCC1	0
CC(=NCc1ccccc1)c1ccc(O)cc1O	-1

Continuation:
SMILES	SENP1 FRET inh
COc1ccc(OC)c(NC(=O)C2(C)CCN2Cc2ccccc2OC(F)F)c1 (stereo not given)	-1
COc1cccc(OC)c1NC(=O)c1ccc(-c2cc(Cl)ccc2Cl)o1	1
Nc1nc2ncccn2c1-c1ccc(F)cc1	-16
CC(C)NC(=O)C1(C)CCN1C(=O)c1ccc2c(c1)OCO2 (stereo not given)	0
CC1(O)C(c2ccccc2)=Nc2ccccc21 (stereo not given)	-22
COc1ccc(C(C)C)cc1-c1cccc2nncn12	1
Cc1nn(-c2nccs2)c2c1C(=O)CC(C)(C)C2Br (stereo not given)	-1
CCOC(=O)c1ccc(N(CCC2CO2)S(=O)(=O)c2ccc(C)cc2)cc1 (stereo not given)	-1
C=CCn1c(SCC(=O)c2[nH]c(C)c(C(=O)OCC)c2C)nc2scc(-c3ccc(OC)c(OC)c3)c2c1=O	-17
COCCNC(=O)c1nn2c(C(F)(F)F)cc(-c3ccccc3)nc2c1Br	-19
COc1ccc(NC(=O)c2cc(C3CCCCN3C(=O)OCCF)on2)c(C)c1 (stereo not given)	0
Cc1cnc(C)c(Nc2nc(C(N)Cc3ccc(Cl)cc3)cs2)n1 (stereo not given)	-15
CC(=O)NC(C)(c1ccccc1)c1nc(-c2ccncc2)cs1 (stereo not given)	-4
O=C(C1CCCCC1)N1C[C@@H](O)[C@H](n2cc(-c3ccc(F)cc3)nn2)C[C@@H]1c1ccccc1	0

Screening results as filed in PubChem BioAssay.
